# From PubChem BioAssay
# Yeast life ext = yeast lifespan extension; S. cerevisiae growth with nicotinamide, OD615; deaD strain in restrictive glucose medium; inhibition of the nicotinamide effect, % at 10 µM; 0.68% of 130,000 active; AID 775;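 active = inhibition above a set limit, placed 3 SD over the median of all compounds, cut at about 26% in these data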;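 also: 0% = nicotinamide-treated wells and 100% = cells grown without nicotinamide; some compounds called inactive have numbers as strong as hits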
#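 Measured by: optical density (absorbance) at 615 nm; System: modified budding yeast, DeaD strain; Medium: restrictive CSMM-D dextrose medium; Timing: 4 h preincubation then 48 h treatment at 30 °C.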
# MRP-1 activ = MRP-1 activation; AID 799; viability increase, % at 10 µM; H69AR cells + doxorubicin, viability rescue, CellTiter-Glo; 0.61% of 140,000 active;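 active = viability gain under doxorubicin at or above a set limit, the compound median plus 3 SD, cut at about 4.7% in these data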;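 also: MRP-1 overexpressing cells given doxorubicin 25 µM after compound pretreatment; 18-22 h compound pretreatment then 72 h with doxorubicin before readout; 0% = doxorubicin-only wells and 100% = vehicle-treated cells without doxorubicin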
# BB579 growth dn = yeast BB579 growth reduction in restrictive medium; S. cerevisiae BB579 growth, OD615, 48 h; inhibition, % at 10 µM; 0.51% of 140,000 active; AID 804;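 active = inhibition above a set limit, 3 SD over the mean compound inhibition, cut at about 44% in these data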; also: inactives centre near -24
#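 System: Saccharomyces cerevisiae DeaD strain BB579, replicative lifespan model yeast. Buffer or medium: restrictive glucose-based CSMM-D medium. Doses: one dose, 10 µM compound with 0.25% DMSO. Timing: 4 h preincubation and 48 h exposure at 30 °C. Detection: turbidity as optical density at 615 nm. Benchmarks: amphotericin B 10 µg/mL, positive.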
# GALR2 blocker = blocks the human galanin receptor 2. AID 828. 0.39% of 140,000 active. inhibition, % at 4 µM. GALR2-expressing cells, antagonist mode; in the data active = inhibition above about 27%;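 also: cells stimulated with galanin 1-16 at roughly its EC80; 0% = agonist challenge control and 100% = basal control without agonist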
# Target sequence (O43603 whole entry, looked up): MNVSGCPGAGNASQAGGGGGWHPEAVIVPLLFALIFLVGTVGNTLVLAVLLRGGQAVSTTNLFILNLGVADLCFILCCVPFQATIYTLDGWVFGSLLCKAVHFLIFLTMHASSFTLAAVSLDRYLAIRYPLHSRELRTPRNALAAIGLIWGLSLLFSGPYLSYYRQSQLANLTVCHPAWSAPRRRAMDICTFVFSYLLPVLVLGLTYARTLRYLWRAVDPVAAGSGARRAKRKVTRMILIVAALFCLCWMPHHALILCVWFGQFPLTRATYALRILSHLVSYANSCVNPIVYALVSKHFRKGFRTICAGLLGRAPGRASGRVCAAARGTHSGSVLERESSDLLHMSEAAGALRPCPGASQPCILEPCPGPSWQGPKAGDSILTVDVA
# HCT116 bCat-KO = beta-catenin-lacking colon tumor cell growth suppression | HCT116 beta-catenin knockout viability, CellTiter-Glo, 60 h; hits give low values | viability, % at 10 µM | 1.5% of 140,000 active;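 active = viability at or under a set limit, the compound median less 4 SD, cut at about 6% in these data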;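 also: 0% = Hyamine 1622 control at 20 µM and 100% = untreated cell control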
# NPY Y2 blocker = NPY-Y2 (human) receptor antagonism. P49146. NPY-Y2 expressing cells, antagonist mode. inhibition, % at 2.7 µM. 0.99% of 140,000 active; in the data active = inhibition above about 17%;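 also: 0% = vehicle with agonist challenge and 100% = reference antagonist with challenge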
# Target sequence (P49146 whole entry, looked up): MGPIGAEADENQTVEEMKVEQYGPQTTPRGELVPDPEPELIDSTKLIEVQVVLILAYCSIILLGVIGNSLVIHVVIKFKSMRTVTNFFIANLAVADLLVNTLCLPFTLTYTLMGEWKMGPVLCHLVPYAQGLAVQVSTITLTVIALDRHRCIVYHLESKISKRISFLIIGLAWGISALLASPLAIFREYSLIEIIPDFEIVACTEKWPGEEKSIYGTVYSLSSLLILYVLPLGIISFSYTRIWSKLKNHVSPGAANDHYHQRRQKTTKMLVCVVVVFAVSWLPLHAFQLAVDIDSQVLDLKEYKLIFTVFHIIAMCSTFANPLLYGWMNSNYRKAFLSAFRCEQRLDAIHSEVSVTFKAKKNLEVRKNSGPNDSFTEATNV
# Phagocyt inh = macrophage phagocytosis inhibition; J774A.1 macrophage IgG-bead phagocytosis, imaging; inhibition, % at 5 µM; 0.07% of 110,000 active;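 active = inhibition above the mean of the plate negative controls plus 5 SD, cut at about 13% in these data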;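 also: phagocytic index as fraction of beads internalized from green versus red external bead signal; plate controls were DMSO negative control for no effect and cytochalasin-D positive control for full effect; some results beyond the cut were filed as inactive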
# Measles CPE = protection of cells from measles virus. 1.5% of 140,000 active. protection (pct of control), % at 4 µM. Measles virus-infected cells, CPE protection, absorbance; in the data active = protection mostly above about 24%, no sharp cut-off; inactive = mostly below about 26%; also: some compounds called inactive have numbers as strong as hits
# E-sel TNF inh = TNF alpha driven E-selectin expression inhibition | inhibition, % at 2 µM | 0.71% of 120,000 active | HUVEC TNFa-induced E-selectin immunofluorescence, high content | AID 1246;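 active = inhibition above the batch mean plus 3 SD, and confirmed as a hit on visual image review, cut at about 43% in these data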;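 also: 0% = TNF-stimulated DMSO wells and 100% = unstimulated control wells; not every result past the cut was called active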
# PTEN del growth = suppresses growth of cells with PTEN deletion | HCT116 PTEN-null viability, CellTiter-Glo, 60 h; hits give low values | AID 827 | 1.2% of 140,000 active | viability, % at 10 µM;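 active = viability at or below a set limit, 4 SD under the median of all tested compounds, cut at about 3.7% in these data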;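 also: PTEN knockout HCT116 line with beta catenin targeted HCT116 as companion control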
# * hit, by the source's call; . = no result given. Only part of the results is shown; the hit share may differ from the screen's.
SMILES,Yeast life ext,MRP-1 activ,BB579 growth dn,GALR2 blocker,HCT116 bCat-KO,NPY Y2 blocker,Phagocyt inh,Measles CPE,E-sel TNF inh,PTEN del growth
Cc1ccc(-c2nc3ccccc3c(=O)n2-c2cccnc2)cc1,15,-0.8,2,4,90,-2,-4,9,.,96
Cn1c(=O)n(CC(=O)N2CCC3(CC2)OCCO3)c(=O)c2ccccc21,-7,-0.3,-34,18,95,2,1,9,-82,109
O=C1c2ccccc2C2(c3ccc(Cl)cc3)NCCN12 (stereo not given),-14,-0.6,-31,5,98,3,-1,5,-3,89
Cc1ccc2c(c1)C1CN(C)CCC1N2S(=O)(=O)c1ccccc1 (stereo not given),-2,-1.9,-58,2,94,3,4,20,5,101
CCOC(=O)C1CN(C)CCC1=O (stereo not given),8,-2.1,-36,-14,101,-1,-3,3,32,96
O=C(Cn1cnc2sc3c(c2c1=O)CCCC3)NCCCC(=O)N1CCC2(CC1)OCCO2,0,-0.3,-29,0,101,-1,0,5,12,97
O=C(COC(=O)c1ccccc1)Nc1ccc(Cl)cc1C(=O)c1ccccc1,1,-0.5,-24,15,99,35*,-7,39,.,85
c1cncc(CNC2=NCCCCC2)c1,12,-0.6,-64,-5,101,2,1,5,2,109
Cc1cc(OC(=O)CCNC(=O)OC(C)(C)C)c2c3c(c(=O)oc2c1)CCC3,-22,-2.5,-16,7,92,-4,0,5,-10,91
COc1ccc(-c2cc(C(F)(F)F)n3nc(C(=O)N4CCC5(CC4)OCCO5)cc3n2)cc1OC,10,-1.1,-21,1,99,1,-1,5,-10,88
CCC(=NCCc1c[nH]c2ccccc12)c1c(O)n(-c2ccc(C)cc2)c(=O)[nH]c1=O,-3,-2.7,-5,-12,73,2,.,4,23,68
Cn1c(C(=O)N2CCC(C(=O)N3CCC4(CC3)OCCO4)CC2)cc2sccc21,-14,0.1,-3,-2,94,-1,-1,9,.,98
NCCc1ccc(O)cc1,-6,-0.9,-6,-3,92,4,0,7,-10,86
c1ccc2c(c1)OCC(C1=NCCN1)O2 (stereo not given),4,-1.6,-28,10,62,3,.,1,.,53
CN1C(=O)C(Cc2ccsc2)C(=O)N(C)C1=O,-11,-3.0,-9,-7,87,0,-2,6,-2,90
CCc1ccc(CNCCc2ccccc2F)cc1,11,-0.7,-23,5,84,4,-8,2,.,96
CC(=NCc1ccc2c(c1)OCO2)c1c(O)[nH]c(=O)[nH]c1=O,-10,-1.6,-11,2,74,1,-1,7,.,82
CCCCn1c(N)c(C(=O)NCCN2CCOCC2)c2nc3ccccc3nc21,-23,-4.7,-44,-4,74,3,0,3,-2,71
COc1ccc(C(=O)CC2(CC(=O)c3ccc(OC)cc3)C(=O)N(C)C(=O)N(C)C2=O)cc1,-2,0.5,-42,-11,98,1,0,18,-3,103
Cc1ccc(CN2CC3CC(C2)c2cccc(=O)n2C3)cc1 (stereo not given),-9,-1.7,-25,-4,74,2,0,1,.,82
Cc1oc(-c2ccccc2Cl)nc1CN1C(=O)CN=C(c2ccccc2)c2ccccc21,11,0.4,-42,1,71,15,.,4,-6,68
O=c1c2ccccc2nc(-c2cccs2)n1-c1cnccn1,-8,0.3,-67,-29,107,2,-1,15,-9,104
CC1CC(OC(=O)c2ccccc2)CC(C)N1C (stereo not given),-1,0.1,1,6,97,1,5,1,.,100
Cc1[nH]n(-c2ccccc2)c(=O)c1C(c1ccc([N+](=O)[O-])cc1)c1c(C)[nH]n(-c2ccccc2)c1=O,1,2.3,-2,12,91,-1,-5,5,.,88
O=C(COc1ccc2ccccc2c1)N1CCN(C2CCN(Cc3ccccc3)CC2)CC1,0,-3.8,-29,-15,31,7,0,20,3,43
Clc1cnc(Oc2ccc(Oc3ncc(Cl)cc3Cl)cc2)c(Cl)c1,3,-1.0,-40,-3,99,0,-1,14,15,98
CCc1ccccc1N1C(=O)/C(=C/c2ccc(N3CCN(C)CC3)o2)C(=O)NC1=S,-2,-2.9,3,3,66,1,-2,8,11,71
Cc1sc2ncn(CC(=O)NCCCC(=O)N3CCC4(CC3)OCCO4)c(=O)c2c1C,-23,-2.3,-28,-10,93,0,.,5,.,103
O=C1NC(=O)C(CCc2ccncc2)(Cc2ccc3c(c2)OCO3)C(=O)N1CCc1ccccc1 (stereo not given),-8,-3.7,-5,-1,95,1,.,3,5,83
O=C1NC(=O)N(CCNc2ncc(C(F)(F)F)cc2Cl)C(=O)C1/C=N/OCc1c(F)cccc1Cl (stereo not given),-17,-2.5,-20,-13,84,1,-1,5,-34,86
Cc1ccc(NC(=O)c2cn(CCC#N)nc2-c2ccc3c(c2)OCCO3)c([N+](=O)[O-])c1,0,2.4,9,4,104,2,-7,10,-12,103
COc1nc2ccccc2c(=O)n1-c1ccc(Cl)cc1,-1,-1.8,-14,3,88,4,-6,5,3,88
O=c1[nH]c(=S)n(Cc2ccc(F)cc2)c(O)c1/C=N/N1CCCCC1,1,-2.0,-20,-14,86,1,-10,11,-26,90
CCCc1[nH]nc2c1C1(C(=O)N(Cc3ccccc3)c3ccccc31)C(C(=O)OC)=C(N)O2 (stereo not given),-3,-2.6,-42,-18,94,10,2,18,-5,78
CC(C)N1CCN(c2ccc(O)cc2)CC1,1,-2.4,-12,-5,86,1,-4,4,-27,91
CN(C)S(=O)(=O)c1cc(NC(=O)COC(=O)Cc2ccccc2)ccc1Cl,-2,-0.6,-31,4,100,0,-1,4,.,94
COc1ccc(OCC(=O)Nc2ccc(Cl)cc2C(=O)c2ccccc2)cc1,-7,-1.6,10,-14,83,3,-3,12,3,74
Cc1nn(C)c(C)c1P(=S)(c1c(C)nn(C)c1C)N(C)C,-16,-2.4,-43,-3,95,0,0,5,6,92
Cc1ccc(C(=O)NC(O)C(Cl)(Cl)Cl)cc1 (stereo not given),4,0.5,5,-5,86,2,-4,8,11,97
O=C(CCCC1=NS(=O)(=O)c2ccccc2N1)N1CCC2(CC1)OCCO2,1,-1.9,-6,-2,96,-1,0,27,-21,91
CC(C)Sc1nnc([C@@H](N)Cc2c[nH]c3ccccc23)o1,-8,-1.0,-17,-1,97,1,1,12,2,93
CN1CC(C(=O)c2ccccc2)C(C(=O)c2ccccc2)C1 (stereo not given),-7,-1.0,-15,2,80,6,0,4,26,82
CCOC(=O)C1=C(N)OC2=C(C(=O)CC(C)(C)C2)C12C(=O)Nc1ccccc12 (stereo not given),-3,-2.4,-41,-2,95,6,-2,0,.,96
Cc1cc(/C=C2\C(=O)NC(=O)N(C)C2=O)c(C)n1-c1ccc2c(c1)OCO2,-4,-1.4,-64,-9,109,3,-1,12,.,98
O=c1c2ccccc2nc(-c2ccoc2)n1-c1ccccc1Cl,-10,-4.0,-43,-6,36,4,2,3,9,34
Cc1cc(N2CCOCC2)nc2ccc(NC(=O)CCC(=O)N3CCC4(CC3)OCCO4)cc12,-12,-2.5,-38,-4,96,1,-4,43,.,103
Cn1cccc1CNCCc1ccccc1F,-19,-2.2,-20,-2,93,1,-1,7,23,95
CC(=O)[C@H]1CC[C@H]2[C@@H]3CC[C@H]4C[C@H](O)CC[C@]4(C)[C@H]3C(=O)C[C@]12C,9,-1.4,-13,4,100,1,.,32,.,87
Cn1c(O)c(C=NCCc2c[nH]c3ccccc23)c(=O)n(C)c1=O,0,-3.2,-10,9,90,4,1,31,-63,84
CCCC(=O)c1c(O)[nH]c(=O)[nH]c1=O,-11,-2.0,2,2,104,2,-3,8,14,90
COc1ccccc1-n1c(O)c(C=NC2CC2)c(=O)[nH]c1=O,0,-1.0,-32,-6,104,3,0,16,20,97
CCCN1CC(C)C(OC(C)=O)(c2ccccc2)CC1C (stereo not given),.,-1.9,19,-2,102,4,.,6,4,96
Cc1ccc(Cn2nnnc2CN2CCC(n3nnc4cc(C)ccc43)CC2)cc1,-14,0.1,-21,2,47,3,-1,4,-17,43
CCOC(=O)N(C)c1ccc(C(O)(C(=O)OC)C(F)(F)F)cc1 (stereo not given),.,0.2,2,8,95,-3,.,40,-10,97
CCCCCCN=Cc1c(O)n(C)c(=O)n(C)c1=O,-12,-1.1,-27,10,75,2,.,9,18,85
O=C(O)c1nonc1-c1nonc1C(=O)O,0,-2.6,-15,7,94,3,0,8,-13,94
CCCS(=O)(=O)N1CCC(C(=O)N2CCC3(CC2)OCCO3)CC1,0,-3.1,18,1,91,3,-1,4,.,101
CC#CP(=O)(OCC)C(O)(c1ccccc1)C(F)(F)F (stereo not given),-2,-3.9,-2,2,92,2,.,5,-2,95
CC(O)(CS(=O)(=O)c1ccccc1)C(=O)Nc1ccc(C(F)(F)F)cc1 (stereo not given),-15,4.2,-23,6,99,-1,.,5,4,102
COc1cc2c(cc1OC)-c1c(OC)c(OC)cc3c1[C@H](C2)N(C)CC3,4,-1.8,-28,5,99,1,.,6,.,95
# (more compounds)
SMILES,Yeast life ext,MRP-1 activ,BB579 growth dn,GALR2 blocker,HCT116 bCat-KO,NPY Y2 blocker,Phagocyt inh,Measles CPE,E-sel TNF inh,PTEN del growth
Cc1nn(Cc2ccc(Cl)cc2Cl)c(Cl)c1C(=O)NC1CCCc2ccccc21 (stereo not given),3,1.1,-21,4,67,5,-1,5,.,57
COc1ccc(CCNCc2ccc(OC)c(OC)c2OC)cc1,-1,-3.4,0,-9,77,2,1,16,24,79
CCCCn1c(O)c(C(C)=Nc2cccc(C(=O)O)c2)c(=O)[nH]c1=O,-10,-1.6,-13,5,101,-2,2,9,-14,97
CP(C)(=O)CCC(=O)O,36,-0.2,-20,9,99,2,-1,38*,-7,103
CCC(C)C12CN3CCN(CC(C)(C3)C1=O)C2 (stereo not given),3,-0.9,-16,0,97,3,0,15,29,109
CN(C)CCN=Cc1c(O)n(CCC2=CCCCC2)c(=O)[nH]c1=O,-2,0.0,-41,13,104,2,0,33*,-19,104
COc1cccc(CN2CCCCC2c2cccnc2)c1 (stereo not given),-11,3.8,-15,0,100,-1,0,12,.,.
Cc1ccc(-n2c(O)c(C=NCCN3CCOCC3)c(=O)[nH]c2=O)cc1,-2,1.2,-30,-8,106,-1,1,4,10,107
CC(C)[C@@]1(NC(=O)[C@@H]2C[C@@H]3c4cccc5[nH]cc(c45)C[C@H]3N(C)C2)O[C@@]2(O)[C@@H]3CCCN3C(=O)[C@H](Cc3ccccc3)N2C1=O,1,-3.9,-19,-9,46,-3,.,12,.,40
